Screening results: PubChem BioAssay, Fisher Drug Discovery Resource Center
mcGAS RapidFire: inhibitors of Mus musculus cyclic GMP-AMP synthase, initial high-throughput assay, cell-free, RapidFire MS | AID 1259397, 2018 | recombinant mouse cGAS, cGAMP by RapidFire MS | hit rate 0.18% among 130,000 | inhibition, % at 12.5 µM;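 active = inhibition of cGAS enzyme activity at or above 60%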;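 note: enzyme stimulated by 45 bp dsDNA with ATP and GTP substrates; cGAMP share of summed cGAMP plus half ATP and half GTP signals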
Target sequence (Q8C6L5 whole entry, looked up): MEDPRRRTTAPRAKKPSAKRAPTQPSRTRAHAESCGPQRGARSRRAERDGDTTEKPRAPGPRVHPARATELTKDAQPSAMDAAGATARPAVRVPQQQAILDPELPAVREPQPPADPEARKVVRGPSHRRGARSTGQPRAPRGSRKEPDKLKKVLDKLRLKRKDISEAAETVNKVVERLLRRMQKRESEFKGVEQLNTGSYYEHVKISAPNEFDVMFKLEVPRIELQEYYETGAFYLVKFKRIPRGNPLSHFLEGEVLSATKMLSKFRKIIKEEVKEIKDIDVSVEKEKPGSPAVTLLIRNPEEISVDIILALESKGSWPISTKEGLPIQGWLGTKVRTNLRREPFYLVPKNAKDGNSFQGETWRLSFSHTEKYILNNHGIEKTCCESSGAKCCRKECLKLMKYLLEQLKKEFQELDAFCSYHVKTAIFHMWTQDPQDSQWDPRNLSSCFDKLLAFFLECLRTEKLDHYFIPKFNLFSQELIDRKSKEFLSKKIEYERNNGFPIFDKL
* marks the source's active call; other numbers are inactive results; & = joins results of further samples.

SMILES	mcGAS RapidFire
Cc1ccc(S(=O)(=O)n2ccnc2)cc1	-4.6
CN1C(=O)C(Cc2ccccc2)ON=C1c1cccc(F)c1 (centres undefined)	-7.2
Cc1nnc(C2Cc3ccccc3CN2CCS(C)(=O)=O)o1 (centres undefined)	-2.4
O=S(=O)(c1ccccc1F)N1CCOCC1	-6.1
COc1ccc(C)cc1NC(=O)c1cc2ccccc2cc1OCC#N	-2.9
O=C(Nc1nncs1)NC1(Cc2ccc(Br)cc2)CCCCC1	-1.4
CCOc1ccc(S(=O)(=O)N2CCOC(c3ccccc3)C2)cc1C (centres undefined)	-7.2
Nc1ccc2nc3ccccc3nc2c1	-1.8
Cc1n[nH]c(C)c1NC(=O)CN1CCN(C)c2cc(F)ccc21	-3.3&25.7
CC(C)C1OC(=O)C2(CCCCC2)C(=O)C1(C)C (centres undefined)	2.5
c1ccc(COC2CCCN(Cc3cnc(-c4ccccn4)nc3)C2)nc1 (centres undefined)	-13.7
N#Cc1nccnc1N1CCN(c2ccc(C(N)=O)cc2)CC1	-12.2
O=C(C1CCCN(c2nnc(N3CCCC3=O)s2)C1)N1CCN(C2CCCCC2)CC1 (centres undefined)	-3.2
CCCC(=O)C1=C(c2ccc(OC)c(OC)c2)N(C(=O)CCC)n2c(CC)nnc2S1	-1.0
O=C(C1=C(O)C(=O)N(CCN2CCOCC2)C1c1cccs1)c1ccco1 (centres undefined)	-12.7&-10.7
C=CCn1c(=O)c2c(nc3n(-c4cccc(Cl)c4)c(C)c(C)n23)n(C)c1=O	-9.3
COCCNC(=O)C(c1ccccc1)c1ccccc1	-3.0
C1=Nc2ccccc2-c2nnc(SCc3ccccc3)nc2O1	1.0
CCOc1nc(NCc2cccnc2)ncc1Br	-18.2
Cc1cc(C)c(NC(=O)CNC(=O)CCN2C(=O)COc3ccccc32)c(C)c1	5.7

Continued.
SMILES	mcGAS RapidFire
COc1ccc(NC(=O)C(C(=O)Nc2ccc(OC)cc2)C23CC4CC(CC(C4)C2)C3)cc1	-11.9
CN(C)S(=O)(=O)N1CCCC(N2CCN(Cc3ccc4c(c3)OCO4)CC2)C1 (centres undefined)	-2.5
COc1cc(CN2CCN3CCN(C)C(=O)C3C2)c(Cl)cc1O (centres undefined)	-26.5
Cc1ccc(Cl)cc1NC(C)C(=O)NC1CC1 (centres undefined)	-1.2
CN(C(=O)CCCN1CCOCC1)C1CCCc2ccccc21 (centres undefined)	-10.4
O=C1OC(c2nn3c(-c4ccccc4)nnc3s2)Cc2ccccc21 (centres undefined)	-6.1
CN=c1scc(-c2ccc(F)cc2)n1/N=C(\C)c1ccncc1	-7.8
CCN(C1CC1)S(=O)(=O)c1c(C)nn(Cc2noc(C)n2)c1C	-0.4
COC(=O)C1(CNc2ncccn2)CCCC1	2.0
CCNC(=O)NC(=O)CN1CCCC1C1CCCN(Cc2ccccc2)C1 (centres undefined)	-2.2
C=CCNC(=O)N(Cc1cccc(C)c1)c1ccc(CC(=O)NCc2ccc(F)cc2)cc1	-12.6
COc1ccc(C(=O)CSc2nc3c(cnn3CCO)c(=O)[nH]2)cc1	-29.8
CC(O)CCN(C)c1ccc(Cl)cc1C#N (centres undefined)	-3.7
C=CCNc1ccccc1C(=O)N1CCC(C(C)COC)CC1 (centres undefined)	-3.3
O=c1nc(-c2ccccc2)c(-c2ccccc2)n[nH]1	-17.8&20.7
CC(=O)Nc1cc2ccccc2oc1=O	2.8
Cc1nc2ccc(C(=O)N[C@H]3C[C@H]4C(=O)N(C)CC(=O)N4C3)cc2[nH]1	3.4
Cc1ccc2oc(C(=O)NC(C)c3ccccc3)cc2n1 (centres undefined)	-1.2
CC[C@H]1CN(C(=O)c2sc(C)nc2-c2ccccc2)CC[C@@]1(C)O	-12.3&11.4
C=C1CC[C@H](O)C/C1=C/C=C1\CCC[C@]2(C)C([C@H](C)/C=C/[C@H](C)C(C)C)CC[C@@H]12 (some centres undefined)	-2.3

More results follow:
SMILES	mcGAS RapidFire
CCOC(=O)C1C(=O)CSC1=Nc1ccc([N+](=O)[O-])cc1 (centres undefined)	-2.5
CC1CCCN(S(=O)(=O)c2cc3c(=O)nc4ccc(Cl)cn4c3cc2Cl)C1 (centres undefined)	-10.5
COc1ccc(CN2CCN(Cc3cccc(C(C)=O)c3)CC2CCO)c(F)c1 (centres undefined)	-2.9
O=C(CCC1CCN(C(=O)CCc2cnccn2)CC1)Nc1ccc(F)c(Cl)c1	-4.9
O=C1C(=O)N(CO)c2ccc(Br)cc21	-6.0
Cc1ccc(S(=O)(=O)Nc2ccc(C)c(O)c2C)cc1	-17.7
Cc1cnc(CNC(=O)CC2COCCN2)cn1 (centres undefined)	-22.2
Cc1cc(C)n(-c2cccc(CN(C)Cc3nc(-c4ccc5c(c4)OCO5)no3)c2)n1	-6.4&-1.3
O=C(Cc1ccccc1)NNC(=O)c1ccncc1	-2.0
CCOC(=O)c1sc(SC)nc1N	17.7
COc1cc2c(cc1CN(C)Cc1ncc[nH]1)OCCCO2	-19.8
CC(=O)Nc1cc(C)c(C)s1	-6.6
COc1ccccc1/C=C/C=C1\N=C(c2ccc(C)cc2)OC1=O	-10.1
O=c1c2cnc3ncnn3c2ccn1-c1ncn[nH]1	1.3
N#CCCNc1ccc2c(c1)OCCO2	0.0
COc1cccc(CN2CCCC3(CCN(C(=O)CN4CCCC4=O)C3)C2)c1OC (centres undefined)	-6.3
CC(C)[C@H]1CN(C)CCN1c1nc2nonc2nc1NCc1cccs1	2.0
Cc1cccc(C)c1Cn1c(C)c(C(=O)NCc2ccc(C#N)cc2)sc1=O	5.4
O=C(Nc1nnc(SCc2cccs2)s1)C1CCCC1	-2.5
C=CCC1(O)C(=O)Nc2ccccc21 (centres undefined)	-3.5

Next section
SMILES	mcGAS RapidFire
COc1ccc(NS(=O)(=O)c2cc(NC(=O)CSC)ccc2OC)cc1	0.4
Cc1cc(C(=O)N2CCN(c3nc4c(F)cccc4s3)CC2)n(C)n1	-9.2
CN1CCC2(CC1)CN(C(=O)c1cccc(-c3ncn[nH]3)c1)CCN2C	-8.8
O=C(COC(=O)c1ccc(-c2ccc(C(=O)OCC(=O)NC3CC3)s2)s1)NC1CC1	7.6
Cc1cc(C)cc(N2CCN(C3CCNCC3)CC2=O)c1	-0.3
CCOC(=O)N1CCN(C(=O)CSc2ccc(NC(=O)c3ccccc3F)nn2)CC1	-3.0
Cc1cnc(NC(=O)C23CCC(=O)N2c2ccccc2S3)s1 (centres undefined)	4.7
Cn1ccnc1C(NC(=O)CC(C)(C)C)c1ccccc1 (centres undefined)	-11.7
O=C(/C=C/c1ccc(C(F)(F)F)cc1)NCc1nnc2ccccn12	-22.1
Cc1c(C)n2c3c(=O)[nH]c(=O)n(C)c3nc2n1CCCN1CCN(c2ccccc2F)CC1	-8.4
CCC1=NN(C(=O)c2ccc(C)o2)C(O)(C(F)(F)F)C1 (centres undefined)	4.0
O=C(O)C1CCSCN1 (centres undefined)	22.3
Cn1cc(Br)cc1C(=O)Nc1ccccn1	-3.4
CCOc1ccc(C(=O)Nc2c3c(nn2C)CCC3)cc1	-1.4
COc1ccc(-c2ccc[nH]c2=O)cn1	-4.8
CCOCc1cccc(NC(=O)c2cc(C)n(C(C)(C)C)n2)c1	-3.7
COc1cccc(CNC(=O)Cc2csc(C(C)=O)c2)c1	-15.3
CCOC(=O)N1CCN(C2CCCN(C(=O)c3cccc(Cn4cccn4)c3)C2)CC1 (centres undefined)	-11.6&1.0
CS(=O)(=O)c1ccc(NCCCC(=O)O)c([N+](=O)[O-])c1	-8.5
C1CC1C(=NN=C(C1CC1)C1CC1)C1CC1	-39.3

The last six compounds of the part above are carried over, then new ones follow:
SMILES	mcGAS RapidFire
COc1ccc(-c2ccc[nH]c2=O)cn1	-4.8
CCOCc1cccc(NC(=O)c2cc(C)n(C(C)(C)C)n2)c1	-3.7
COc1cccc(CNC(=O)Cc2csc(C(C)=O)c2)c1	-15.3
CCOC(=O)N1CCN(C2CCCN(C(=O)c3cccc(Cn4cccn4)c3)C2)CC1 (centres undefined)	-11.6&1.0
CS(=O)(=O)c1ccc(NCCCC(=O)O)c([N+](=O)[O-])c1	-8.5
C1CC1C(=NN=C(C1CC1)C1CC1)C1CC1	-39.3
O=S(=O)(c1ccc(F)cc1)N1CCCC(N2CCN(c3ccccc3F)CC2)C1 (centres undefined)	1.2
Cc1ccn(CCC(=O)N2CCCC(CCC(=O)N3CCN(c4ccccn4)CC3)C2)n1 (centres undefined)	-7.3
CC(C)Cn1c(CN(C)CCOc2ccccc2)cnc1S(C)(=O)=O	-9.9
O=C(c1cn(-c2ccccc2)nn1)N(Cc1ccsc1)CC1CCCO1 (centres undefined)	-53.8
COc1ccc(NC(=O)c2coc(N3CCN(CC(=O)N(C)C)C3=O)n2)cc1	-6.6
CCc1cc(N2CCCC(Cn3ccnc3)C2)nc(N2CCOCC2)n1 (centres undefined)	-25.7
C#CCN1CCN(C(=O)CCCc2ccc(OC)c(F)c2)CC1	-4.5
CC(c1ccc(F)c(F)c1)N(C)Cc1cn2cc(Cl)ccc2n1 (centres undefined)	-47.4
CC(C)NCC(=O)NC(=O)NC(C)C	-7.2
CC12C=CC(C)(O1)C1C(=O)N(c3ccc(F)cc3)C(=O)C12 (centres undefined)	-5.3
c1ccc(Cc2ccccc2OCC2CCNCC2)cc1	-8.2
Cc1nc(NC(=O)c2cnsn2)sc1Cc1ccccc1F	1.1
COCCn1c(SCc2nc(-c3cc(OC)cc(OC)c3)no2)nc2ccsc2c1=O	-0.6
CCCNC(=O)c1cc(S(=O)(=O)N(C)C)ccc1Cl	-3.0
O=C(NCc1ccc(Cl)cc1)C1CCN(c2nccs2)CC1	-13.8
CCn1nc(C)c(NC(=O)CNCC2(C)CC(C)=NO2)c1C (centres undefined)	-2.4
O=c1[nH]c(CN2CCCC2c2cccs2)nc2ccsc12 (centres undefined)	-7.4
COc1ccc(C2c3[nH]c4ccccc4c3CCN2C(=O)c2cc(C(C)=O)n[nH]2)c(F)c1 (centres undefined)	-5.2
CCCCn1c(N2CCN(Cc3ccccc3C)CC2)nc2c1c(=O)[nH]c(=O)n2C	2.4
Cc1cc(NC(=O)N(C)C2CCN(Cc3ccccc3)CC2C)no1 (centres undefined)	-15.4

Next section:
SMILES	mcGAS RapidFire
Cc1ccc(Nc2nc(N3CCN(c4ccccc4)CC3)nc3nccnc23)cc1	-1.2
Cc1cc(C(=O)N(Cc2ccccn2)c2nc3c(C(C)C)cccc3s2)nn1C	-5.5
Cc1csc(N2CCN(C(=O)NC(C)c3ccc(F)cc3F)CC2)n1 (centres undefined)	-7.5
CC(O)CN1CCN(C(=O)c2cc(C(C)(C)C)[nH]n2)CC1 (centres undefined)	-5.6
O=C(Cn1cnc2sc3c(c2c1=O)CCC3)NCCc1cccs1	-8.2
CCn1c(=O)c(C(=O)O)nn(-c2ccc(C)c(Cl)c2)c1=O	-0.1
CCOC(=O)c1c(C)[nH]c(C(=O)N2CCN(C(=O)OCC)CC2)c1C	0.4
O=C(NCc1ccc(Cn2ccccc2=O)cc1)N1CCCCCCC1	-3.2
CN(Cc1cccc2ncccc12)CC1CCOC1 (centres undefined)	-12.3
O=C(O)c1nc(Cl)c(Cl)c(N/N=C\C2CC=CCC2)c1Cl (centres undefined)	-2.6
Cc1c(/C=C(/CCC(=O)O)c2nc3ccccc3s2)cc(C#N)n1C	2.5
CC1=C(C(=O)Nc2cccnc2)C(c2ccc(C)cc2)n2nc(SCc3ccccc3)nc2N1 (centres undefined)	-7.2
CC(C)[C@H]1CC[C@H](C)C[C@@H]1OCC(=O)N1CCC(O)(c2ccccc2)CC1	0.1
Cn1ccnc1CN1CCCC(CCNC(=O)C(C)(C)C)C1 (centres undefined)	-29.1
COc1cccc(C=CC(=O)c2ccc3c(c2)NC(=O)CO3)c1OC(F)F	-11.2
COc1ccc(CC(=O)N2CCOC(COCc3ccccc3F)C2)cc1F (centres undefined)	-4.1
NC(=O)c1cccc(NS(=O)(=O)c2ccccc2Cl)c1	-1.2
CCOc1ccc(OCC)c(NC(=O)COc2cccc(C=O)c2)c1	-4.3
Cc1ccc(C(O)(c2ccccc2)c2cnc(C(C)C)n2C)cc1 (centres undefined)	-4.0
CCOC(=O)C1=C(COC(=O)c2cc(-c3ccco3)nc3ccccc23)NC(=O)NC1c1ccco1 (centres undefined)	-10.3

(list continues)
SMILES	mcGAS RapidFire
FC(F)(F)C1(c2n[nH]c(Cc3ccccc3)n2)CC1	-15.6
CCCn1c(C)c(CC(=O)N(C)Cc2nnc(C)o2)c2c1CC(C)(C)CC2=O	-6.9
CC1(C(=O)NS(=O)(=O)c2cccc(C#N)c2)CCN1C(=O)Cc1cc(F)ccc1F (centres undefined)	-2.0
COc1ccccc1OC1CN(C(=O)c2ccc(-n3cnnc3)cc2)C1	-26.0
COc1ccc(-n2nc([N+](=O)[O-])c(=Nc3ccc(C)cc3Cl)n2O)cc1	-0.3
O=C(Nc1nc(-c2ccc3c(c2)OCO3)cs1)C1CCCCC1	-7.1
CN1CCN(CCCN(C)S(=O)(=O)c2ccc(F)cc2F)CC1	-10.9
Cc1nonc1CN(C)C(=O)CC(c1ccccc1)c1ccc2c(c1)OCO2 (centres undefined)	-3.8
CC(C)N(CCO)C(=O)c1cccc(-c2cccc(F)c2)c1	-6.5
O=S(=O)(Cc1nccn1CC(F)(F)F)c1ncc[nH]1	3.7
CCc1nc2ccccc2n2c(-c3cccc(C)c3)c3c(=O)n(C)c(=O)n(C)c3c12	-33.4
CC(C)(CNC(=O)c1ccc2ccccc2c1O)N1CCCCC1	-1.1
CCC1(c2ccc(OC)cc2)NC(=O)NC1=O (centres undefined)	3.3

An excerpt; the hit share may differ from the screen's.
